KOR beta-arrestin-1 = kappa opioid receptor blockers – cell-based, luminescence, uHTS (AID 1778); 0.091% of 290,000 active; inhibition, % at 10 µM; hits with a dose series show IC50 in µM; KOR beta-arrestin recruitment, luminescence, antagonist mode; higher % means a stronger effect; in the data active means inhibition above about 50%; further: strong numbers were not always called active
GPR55 beta-arrestin = selective activators of receptor GPR55 – imaging, U2OS cells, beta-arrestin-GFP redistribution, primary screen (AID 1961). 0.048% of 290,000 active. U2OS GPR55 beta-arrestin-GFP redistribution imaging; higher % means a stronger effect. activation, % at 10 µM, or EC50 in µM where a hit was titrated;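 active means activation above 40% with more than 50 cells counted in the well; inconclusive means wells holding fewer than 50 cells, flagged as toxic or sparse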;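 further: U2OS osteosarcoma cells stably expressing GPR55 and beta-arrestin-GFP; plate controls were DMSO negative control for no effect and LPI positive control for full effect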
NTR1 agonist = NTR1-driven beta-arrestin-GFP spot formation – imaging, U2OS cells, high content, primary screen (AID 493036); agonist mode; activation, % at 20 µM; 0.17% of 330,000 active;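 active means activation at or above 40% of the spot to cytoplasm intensity ratio, with at least 20 cells analyzed; inconclusive means wells under 20 cells, flagged as cytotoxic or low count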;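 further: 0% = DMSO without peptide and 100% = 100 nM NTR1 peptide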
Target sequence (P30989 whole entry, looked up): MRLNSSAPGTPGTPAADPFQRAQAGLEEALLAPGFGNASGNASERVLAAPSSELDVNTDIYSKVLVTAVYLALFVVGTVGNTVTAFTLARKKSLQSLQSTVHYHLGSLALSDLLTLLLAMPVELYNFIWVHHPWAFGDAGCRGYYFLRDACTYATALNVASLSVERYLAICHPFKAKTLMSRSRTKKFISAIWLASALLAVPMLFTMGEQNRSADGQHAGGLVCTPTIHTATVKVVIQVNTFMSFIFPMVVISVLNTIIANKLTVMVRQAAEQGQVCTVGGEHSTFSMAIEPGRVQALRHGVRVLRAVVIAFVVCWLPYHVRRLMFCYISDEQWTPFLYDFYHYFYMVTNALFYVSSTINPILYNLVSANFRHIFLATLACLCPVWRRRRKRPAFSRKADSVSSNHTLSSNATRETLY
Rac1 GTP hydrolysis = MgcRacGAP GTPase-activating activity inhibitors, confirmation, biochemical, ADP Hunter fluorescence. MgcRacGAP-stimulated Rac1 GTP hydrolysis, ADP Hunter fluorescence; higher % means a stronger effect; GST-tagged Rac1 F28L mutant substrate. one-dose inhibition, % at 30 µM; IC50 in µM for titrated hits. 0.6% of 340,000 active;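 active means first-screen hits whose inhibition reached a set limit at any dose in the follow-up dose series; inconclusive means inhibition above the set first-screen limit but never retested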;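 further: fluorescence reports GDP produced by GAP-driven GTP hydrolysis; strong numbers were not always called active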
NOD1 NF-kB reporter = NOD1 signaling inhibitors, primary screen, cell-based, luminescence, uHTS (AID 1578); NOD1-driven NF-kB luciferase reporter cells, luminescence; higher % means a stronger effect; one-dose inhibition, % at 4 µM; EC50 in µM for titrated hits; 1% of 290,000 active; in the data active means inhibition mostly above about 36%, no sharp cut-off; inactive means mostly below about 34%;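 further: HEK-293T reporter cells stimulated with the NOD1 agonist gamma-tri-DAP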
GPR35 antagonists = inhibition of zaprinast-stimulated GPR35 beta-arrestin translocation – imaging, U2OS, beta-arrestin-GFP, zaprinast agonist, primary screen (AID 2058). U2OS GPR35 beta-arrestin-GFP translocation imaging, zaprinast antagonism; higher % means a stronger effect. inhibition, % at 10 µM; hits with a dose series show IC50 in µM. 0.052% of 290,000 active;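 active means inhibition of at least 50% with at least 30 cells and total cytoplasm GFP at most 10,000,000; inconclusive means under 30 cells or total GFP of 10,000,000 plus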
GPR55 LPI antagonism = inhibition of LPI-stimulated GPR55 beta-arrestin translocation – imaging, U2OS, beta-arrestin-GFP, LPI agonist, primary screen (AID 2013) | U2OS GPR55 beta-arrestin-GFP translocation imaging, LPI antagonism; higher % means a stronger effect | inhibition, % at 10 µM; hits with a dose series show IC50 in µM | 0.13% of 290,000 active;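 active means spots per cell inhibited over 60%, with over 100 cells counted and total cytoplasm intensity under 500,000; inconclusive means wells with under 100 cells, flagged as likely toxic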;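 further: U2OS cells stably carrying GPR55 and arrestin-GFP stimulated by 5 µM LPI near EC80; imaged beta-arrestin-GFP aggregate spots per cell after agonist stimulation; plate controls were LPI-stimulated DMSO wells for no effect and DMSO wells without LPI for full effect; some results filed as inactive read as strong as hits; confirmed hits need IC50 under 10 µM and bright autofluorescent wells are also inconclusive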
KOR beta-arrestin-2 = KOR agonists, beta-arrestin recruitment, primary screen, cell-based, luminescence, uHTS (AID 1777); KOR beta-arrestin recruitment, luminescence; higher % means a stronger effect; 0.02% of 280,000 active; activation, % at 10 µM; hits with a dose series show EC50 in µM; in the data active means activation above about 50%, passing the limit was not always enough; further: a part of the inactive calls stands beside numbers as strong as those of hits
UTI89 phage lysis = protection from phage-mediated lysis, alamar blue read-out – E. coli UTI89, K1F phage, bacterial capsule biogenesis inhibitors (AID 488966) | 0.02% of 340,000 active | E. coli UTI89 K1F phage lysis, alamar blue, 2 h; higher % means a stronger effect | inhibition, % at 100 µM, or IC50 in µM where a hit was titrated;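 active means phage lysis inhibition, versus mean bacterial control, above a set limit; inconclusive means no clear call, values can overlap the other calls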;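 further: capsule biogenesis inhibitors block K1F phage lysis so surviving cells raise fluorescence; higher fluorescence means more inhibition of phage lysis; actives were called in the ten point dose series up to 300 µM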
NTR1 agonist cell count 20 µM = further read-out of NTR1 agonist, marked with its call; cell count; measured here: cell count, cytotoxicity flag
* hit, by the source's call; ? = inconclusive; nt = not tested or not shown; [ ] = another dose, or the depositor's remark. Not all compounds are listed. The share of hits here may be higher or lower than overall.

smiles	KOR beta-arrestin-1	GPR55 beta-arrestin	NTR1 agonist	NTR1 agonist cell count 20 µM	Rac1 GTP hydrolysis	NOD1 NF-kB reporter	GPR35 antagonists	GPR55 LPI antagonism	KOR beta-arrestin-2	UTI89 phage lysis
O=C(CSc1nnc(CNc2ccc(F)cc2)o1)N1CCCc2ccccc21	-10.0%	-0.1%	0.4	68	4.0%	-13.1%	6.7%	3.9%	5.2%	-0.5%
CCC(C)[C@H]1CNC(=S)N1CCc1cc(C(F)(F)F)cc(C(F)(F)F)c1 (stereo not given in full)	-11.2%	0.2%	8.1	98	-2.9%	-2.8%	0.2%	10.0%	0.8%	-0.5%
Cc1c(/C=N\NC(=O)c2c[nH]c3ccccc23)cnn1C	0.5%	2.2%	-1.2	87	5.8%	-30.1%	-5.8%	8.8%	-2.8%	0.3%
CS(=O)(=O)N1CCC(C(=O)NCC2CCCO2)CC1 (stereo not given)	19.1%	-0.1%	-0.1	47	2.0%	-8.3%	0.1%	42.3%	5.1%	4.0%
Cc1ccc(/C=N/NC(=O)Cn2nnc(N)n2)cc1	23.7%	-0.1%	-0.6	62	7.1%	-0.1%	-4.6%	-2.2%	1.6%	0.8%[50 µM]
COC(=O)c1ccc(Oc2coc3cc(OCc4ccc([N+](=O)[O-])cc4)ccc3c2=O)cc1	21.1%	0.2%	-0.2	42	-4.0%	-19.5%	-3.7%	-11.7%	-4.0%	2.8%
CC(NC(=O)COc1cccnc1[N+](=O)[O-])c1ccc(F)cc1 (stereo not given)	-9.1%	-0.3%	-0.9	43	3.3%	-30.0%	-16.5%	7.0%	-4.4%	2.3%
CC(C)CNCC1OCc2ccccc2CO1	22.4%	-0.3%	0.5	65	14.1%	-7.2%	13.8%	6.2%	-2.9%	0.3%
Cc1c(C=O)c2ccccn2c1C(=O)c1ccc(F)cc1	-22.4%	0.0%	2.1	86	9.0%	-3.0%	-4.1%	3.7%	-1.1%	0.0%
COc1cc(/C=N/NC(=S)N/N=C/c2cc(OC)c(OC)c(OC)c2)cc(OC)c1OC	11.8%	-0.3%	1.7	66	-22.4%	3.5%	5.9%	2.2%	7.2%	1.1%
COc1ccccc1-c1cc(=O)c2c(O)ccc([N+](=O)[O-])c2o1	0.0%	0.0%	-0.1	53	10.8%	-11.3%	-2.3%	2.9%	6.1%	2.6%
CCOc1ccc(C(C)NC(=O)Nc2ccccc2C(=O)OC)cc1 (stereo not given)	1.1%	-0.2%	-1.6	53	0.5%	-26.4%	-5.2%	5.4%	-2.1%	-0.6%
Cc1cc(NC(=O)CSc2nnc(-c3ccco3)n2CC2CCCO2)no1 (stereo not given)	-14.9%	0.3%	-0.1	56	4.1%	-13.8%	0.1%	-4.8%	2.6%	2.2%
COc1cc2c(=O)n(CCC(=O)NCC3CCCO3)c(=O)n(CC(=O)Nc3ccccc3C)c2cc1OC (stereo not given)	17.7%	-0.1%	0.3	55	4.6%	-12.0%	11.0%	5.1%	0.8%	-0.4%
O=C(NCCN1CCN(c2ccccc2)CC1)Nc1cccc(Br)c1	28.2%	0.0%	1.7	53	10.9%	3.6%	-10.1%	9.9%	-0.3%	1.4%[50 µM]
O=C(Nc1ccc2c(c1)OCO2)c1cccc(Cl)c1	12.6%	0.0%	-1.6	78	3.3%	nt	2.9%	-2.1%	-1.3%	0.6%
CC1(c2nnc(-c3ccc(F)cc3)o2)CC(c2cccc(Cl)c2)=NO1 (stereo not given)	5.2%	-0.2%	-2.6	88	8.2%	7.6%	-19.5%	3.3%	1.6%	1.1%
Cc1ccc(-c2csc(NC(=O)CSc3nc(C)cc(=O)[nH]3)n2)cc1	-60.9%	-0.1%	6.0	78	nt	18.3%	5.6%	21.3%	-1.8%	nt
COc1ccc(/C=C/C(=O)OCC(=O)NCCC2=CCCCC2)cc1OC	-39.3%	-0.3%	0.8	43	4.2%	-54.6%	-18.0%	8.7%	4.1%	-0.4%
C=CCN1C(=O)C(C)(C)N(C(=O)c2cccc([N+](=O)[O-])c2)c2ccccc21	23.5%	0.2%	1.6	44	18.6%	8.6%	3.1%	-0.2%	0.8%	0.0%
Cc1cccc(N(C)S(=O)(=O)c2c[nH]c3ccc([N+](=O)[O-])cc23)c1	3.7%	-0.1%	1.0	71	3.8%	-29.5%	-3.5%	10.8%	3.5%	0.1%
O=C(Cc1ccc(S(=O)(=O)N2CCOCC2)s1)Nc1nc2c(s1)CCCC2	-7.7%	0.3%	-0.2	32	3.8%	-11.1%	-1.7%	-2.3%	7.6%	0.7%
CCOC(=O)CC(NC(=O)Cn1nnc(-c2ccccc2C)n1)c1ccc(OC)cc1 (stereo not given)	12.5%	-0.5%	-0.3	75	nt	-33.0%	-7.4%	5.9%	-0.6%	nt
CCCc1nnc(SCC(=O)N2CCCCC2C)n1CCCOC (stereo not given)	-3.6%	-0.1%	2.8	98	5.4%	8.0%	4.9%	4.2%	0.9%	1.3%
CCOC(=O)c1[nH]ncc1CN1CCN(Cc2ccc(C)cc2)C(CCO)C1 (stereo not given)	-15.0%	0.1%	-0.5	67	4.1%	-22.9%	-4.4%	0.0%	-6.0%	-1.0%
CC1Sc2n(c3ccccc3[n+]2C)N=C1c1ccccc1 (stereo not given)	29.4%	-0.5%	3.4	61	6.8%	32.5%	-0.7%	-3.6%	1.4%	1.1%[50 µM]
CN(CC(=O)Nc1ccc(F)c(F)c1F)C1CCCCC1	-12.3%	0.0%	1.4	76	5.7%	-26.2%	3.9%	-12.9%	-4.9%	0.1%
O=C1c2oc3ccccc3c(=O)c2C(c2cccc(O)c2)N1c1ccccn1 (stereo not given)	-1.1%	-0.1%	3.1	61	7.6%	-1.8%	11.8%	-7.2%	1.8%	5.8%
Cc1ccc(/C=C2\SC(=S)N(CCC(=O)Nc3ccc(O)cc3)C2=O)cc1	29.1%	0.3%	-1.3	82	6.7%	-6.9%	-7.3%	12.8%	-26.1%	0.1%
COc1ccc(CN2C(=NC(=O)C3CCCO3)SC3CS(=O)(=O)CC32)cc1 (stereo not given)	-18.9%	-0.1%	-1.4	53	-47.2%	-9.5%	-15.3%	-9.5%	-4.6%	-0.2%
COc1cc(C(=O)NCCNC(=O)C2CCCNC2=O)cc(OC)c1OC (stereo not given)	35.8%	0.0%	-0.2	51	15.2%	10.2%	-3.6%	-0.8%	-1.2%	3.0%
CCN(CC)S(=O)(=O)c1cc(C(=O)NCCN2CCOCC2)ccc1Cl	-51.6%	0.1%	1.6	65	-8.1%	-31.1%	-4.2%	-0.3%	2.2%	-0.5%
Cc1noc(C)c1COC(=O)CNC(=O)c1cccc(F)c1	-6.5%	0.2%	-1.2	48	6.9%	0.6%	-14.2%	0.9%	7.8%	-0.1%
Cc1ccc(NC(=O)Cc2nnc(SCC(=O)c3ccc(Br)cc3)n2C)cc1Cl	19.6%	0.2%	-2.1	52	nt	-6.8%	3.8%	11.7%	9.3%	nt
C#CC(C)OC(=O)Nc1cnccc1C(F)(F)F (stereo not given)	9.1%	0.2%	1.1	47	10.6%	3.2%	2.7%	17.2%	0.5%	-0.4%
COc1cc2c(cc1OC)CN(C(=O)c1cc3ccccc3oc1=O)CC2	-10.6%	-0.1%	-1.0	34	-1.9%	11.6%	-0.8%	-2.3%	1.1%	-2.3%
COc1cc(/C=N/n2c(-c3ccccc3)n[nH]c2=S)ccc1O	nt	-0.1%	3.0	48	?	-5.4%	1.0%	3.1%	3.2%	-0.6%[50 µM]
Cc1ccc(C(NC(=O)C(C)C)c2cc([N+](=O)[O-])c3cccnc3c2O)cc1 (stereo not given)	-1.7%	0.4%	1.0	49	1.5%	53.2%	-14.4%	-4.6%	10.7%	-6.7%
Cc1ccc(C23CCC(=O)N2C(C(=O)O)CS3)c(C)c1 (stereo not given)	-36.8%	0.2%	-0.8	41	7.8%	-7.8%	7.4%	12.5%	8.0%	0.5%
N#CCCn1cnc2c(=S)nc[nH]c21	0.3%	-0.4%	0.2	43	2.6%	8.5%	-21.7%	10.4%	-4.1%	1.0%
O=c1c(-c2ccc(O)cc2)coc2cc(O)cc(O)c12	31.9%	0.0%	-0.4	80	?	-7.5%	1.8%	5.1%	1.5%	-0.1%
CCCc1nc2ccc(N)cc2c(=O)n1Cc1ccccc1Cl	-24.6%[20 µM]	-0.2%	1.8	52	7.5%	-43.9%	3.3%	-20.8%	1.8%	0.3%
CC1(C)COC(/C=C/c2cccc([N+](=O)[O-])c2)=N1	-0.7%[20 µM]	0.7%	0.0	85	0.6%	28.4%	27.4%	13.3%	nt	-1.3%
CCCCC1S/C(=N/N=C/c2ccco2)NC1=O (stereo not given)	10.0%	0.6%	1.1	67	-1.7%	-19.2%	-6.2%	13.6%	-2.9%	-3.3%
CCOc1ccccc1NC(=O)C(NCCc1ccc(OC)cc1)c1ccccc1 (stereo not given)	-12.7%	0.3%	8.1	62	-0.2%	-37.5%	-6.8%	3.7%	-1.6%	0.5%[50 µM]
CCn1cc(C(=O)NCCC(C)C)c(=O)c2cc(S(=O)(=O)N3CCCCC3)ccc21	-2.8%	-0.1%	2.1	77	3.9%	14.4%	3.9%	-5.0%	4.4%	1.0%
O=C(O)Cc1ccc(-c2ccccc2-c2ccccc2)cc1	-17.8%	-0.2%	-0.8	55	6.5%	-20.4%	9.2%	7.0%	1.2%	1.0%
COc1ccc(-n2c(=O)cc(N3CCN(c4ccccc4)CC3)[nH]c2=O)cc1	-10.8%	-0.3%	0.6	61	0.8%	-13.5%	6.0%	7.3%	-2.2%	-1.3%
Cc1cc(C)c2c(N)c(C(=O)N/N=C/c3cccnc3)sc2n1	-10.7%	0.5%	0.0	43	nt	-13.2%	-16.3%	7.7%	0.1%	nt

Screening results from PubChem BioAssay.
